# TRPML3 ag: human TRPML3 channel agonists, primary screen, cell-based, HEK293 TRPML3-YFP, Fluo-8 calcium fluorescence, 3 µM; Mucolipin-3 (Homo sapiens), Q8TDD5; 100% = the carbachol control signal; activation, % at 3 µM; 0.29% of 220,000 active; AID 1448, 2008;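 active means activation above its plate's cutoff, the mean activation of the plate's test wells plus 3 SD, cut at about 12% in these data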;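 further: 0% = DMSO only wells and 100% = carbachol wells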
# Target sequence (Q8TDD5 whole entry, looked up): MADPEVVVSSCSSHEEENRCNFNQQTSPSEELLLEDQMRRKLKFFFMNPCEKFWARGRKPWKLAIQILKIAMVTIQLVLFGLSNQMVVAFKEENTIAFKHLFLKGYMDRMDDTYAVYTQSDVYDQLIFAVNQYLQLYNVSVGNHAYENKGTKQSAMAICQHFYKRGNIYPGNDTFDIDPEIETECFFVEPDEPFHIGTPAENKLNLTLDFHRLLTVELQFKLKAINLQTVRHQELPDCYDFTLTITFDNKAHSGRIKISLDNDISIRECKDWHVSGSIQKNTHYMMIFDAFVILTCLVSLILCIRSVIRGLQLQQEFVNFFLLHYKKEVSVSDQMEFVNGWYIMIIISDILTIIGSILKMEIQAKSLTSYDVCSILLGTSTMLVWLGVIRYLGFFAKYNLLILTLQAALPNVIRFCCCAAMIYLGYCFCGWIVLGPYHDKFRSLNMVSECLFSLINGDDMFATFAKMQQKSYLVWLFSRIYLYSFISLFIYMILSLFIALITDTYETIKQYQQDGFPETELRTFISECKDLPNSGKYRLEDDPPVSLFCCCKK
#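 Material: HEK293 cells stably carrying human TRPML3-YFP; compound dosing: single dose, 3 µM final nominal compound, 0.3% DMSO final; incubation: 1-h 37 °C dye load, 5-s basal, 120-s post-compound reads; technique: Fluo-8 intracellular calcium fluorescence, excitation 470-495 nm, emission 515-575 nm; read-out basis: percent activation from peak-to-basal fluorescence ratio, scaled between DMSO and carbachol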
# TRPN1 ag: zebrafish TRPN1 channel agonists, primary screen, cell-based, HEK293, calcium fluorescence | HEK293 zebrafish TRPN1-YFP, Fluo-8 calcium fluorescence; 100% = response to 87 µM carbachol | 0.18% of 220,000 active | transient receptor potential cation channel N1 (TRPN1/NompC), Danio rerio | activation, % at 3 µM;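 active means activation above its plate's cutoff, the mean activation of test wells on that plate plus 3 SD, cut at about 19% in these data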;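 further: 0% = DMSO alone and 100% = 87 µM carbachol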
#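 Material – zebrafish TRPN1-YFP in HEK293 cells · Doses – 3 µM single point · Schedule – dye 1 h 37 °C plus 30 min RT · Signal – Fluo-8 calcium fluorescence, excitation 470-495 nm, emission 515-575 nm · Read-out – % activation versus carbachol response · Control set – carbachol high, DMSO low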
# Wee1 degr inh: Wee1 degradation inhibitors, primary screen, cell-based, HeLa, Wee1K328M-luciferase, luminescence. 1.2% of 220,000 active. AID 1321, 2008. HeLa Luc-Wee1K328M stability; 100% = proteasome inhibitor MG132 effect. reporter increase, % at 5 µM;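 active means activation above the mean of all tested compounds plus 3 SD, set per screening run, cut at about 8.8% in these data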;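 further: cells exposed to compound for 20 h before luminescence read; 0% = DMSO alone and 100% = MG132 at 30 µM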
# PPC-1+TRAIL kill: compounds killing PPC-1 cancer cells with TRAIL present, primary screen, TRAIL potentiator project, ATPLite luminescence, uHTS; cell killing (% activity), % at 4 µM; 0.41% of 220,000 active; PPC-1 cells + TRAIL, ATPLite viability luminescence;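 active means cell killing above 50% in the first pass at 4 µM, then a duplicate retest at 5 µM averaging 50% or more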;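 further: plate controls were cells with TRAIL plus DMSO for no effect and medium-only wells lacking cells for full effect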
# BaF3 parental: parental Ba/F3 cell viability inhibition, counter-screen for JAK2V617F inhibitor project, murine pro-B, CellTiter-Glo luminescence; CellTiter-Glo ATP luminescence; inhibition, % at 5.6 µM; 1.1% of 220,000 active;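 active means inhibition above a per-campaign cutoff, the mean inhibition of all tested compounds plus 3 SD, cut at about 27% in these data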;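 further: 0% = DMSO wells and 100% = JAK Inhibitor I control wells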
# CHOP inhibitor: inhibitors of CHOP promoter induction, primary screen, cell-based, unfolded protein response, luciferase reporter; CHO-K1 CHOP-promoter luciferase, tunicamycin-induced, 15-18 h; inhibition, % at 10 µM; 3.8% of 220,000 active; AID 2732, 2010;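 active means compounds that reduced the stress-induced luciferase reporter signal by more than about 70% of percent inhibition, limit read from the data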;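 further: 0% = tunicamycin plus vehicle and 100% = wells without tunicamycin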
# Ba/F3 V617F tox: reduced viability of JAK2V617F-dependent Ba/F3 cells, primary screen, JAK2V617F inhibitor project, cell-based, Ba/F3 EpoR-JAK2V617F, luminescence. inhibition, % at 5.6 µM. AID 1446, 2008. 1.1% of 220,000 active. ATP luminescence;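 active means inhibition above the campaign mean plus 3 SD over all tested compounds, cut at about 24% in these data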;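 further: cytokine-independent growth of Ba/F3 cells driven by EpoR plus mutant JAK2; 0% = DMSO-treated cells and 100% = JAK inhibitor I control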
# TNF death inh: inhibitors of TNF-alpha triggered necroptosis, primary screen, cell-based, Jurkat FADD-/-, single concentration; Jurkat FADD-/- TNF necroptosis rescue, ATP luminescence, 24 h; 0 = TNF only, 100 = no-TNF cells; activation (protection from cell death), % at 10 µM; 0.068% of 220,000 active;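 active means activation, meaning protection from cell death, of at least 50% relative to plate controls; inactive means activation below 50%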;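 further: necroptosis triggered by 40 ng/mL TNF-alpha added together with compound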
# RBBP9 inh: human RBBP9 inhibitors, primary screen, biochemical, fluorescence polarization, FP-Rh probe, HTS; 0.2% of 220,000 active; Serine hydrolase RBBP9 (Homo sapiens), O75884; recombinant RBBP9; inhibition, % at 7.94 µM;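 active means inhibition above the campaign mean of all tested compounds plus 3 SD, cut at about 14% in these data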;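 further: plate controls were DMSO wells with RBBP9 for no effect and wells lacking RBBP9 protein for full effect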
# Target sequence (O75884 whole entry, looked up): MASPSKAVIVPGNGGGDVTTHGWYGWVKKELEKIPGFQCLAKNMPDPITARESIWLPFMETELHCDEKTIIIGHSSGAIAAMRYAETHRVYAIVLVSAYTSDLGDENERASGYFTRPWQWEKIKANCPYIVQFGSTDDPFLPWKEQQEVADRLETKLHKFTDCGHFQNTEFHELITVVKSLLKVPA
#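 Controls: DMSO-treated enzyme wells and wells lacking RBBP9 | Material: RBBP9 protein | Technique: Fluorescence polarization | Replication: Single well per compound, no replicates | Buffer or medium: Tris-NaCl-Pluronic buffer, pH 8.0 | Timing: 30 min compound preincubation, 45 min probe labeling, 25 °C | Read-out basis: Percent inhibition from mP, scaled between DMSO and no-protein wells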
# * = called active by the depositor; . = no result given; [ ] = dose if it differs, or a comment. Rows are unselected. About 6.8% of those tested had a hit in this group.
item	structure	TRPML3 ag	TRPN1 ag	Wee1 degr inh	PPC-1+TRAIL kill	BaF3 parental	CHOP inhibitor	Ba/F3 V617F tox	TNF death inh	RBBP9 inh
1	CC(=O)/C(C#N)=C1\NC(=O)C(Cc2ccccc2Cl)S1 (configuration not stated)	1.8	2.3	-3	.	5	32	4	-3.4	-5
2	Cc1ccc2nc(/C(C#N)=C\c3cc(O)ccc3[N+](=O)[O-])[nH]c2c1	-0.1	-0.9	-1	18	10	-16	8	0.1	3
3	Cc1cccc(CSc2nnc(-c3ccccn3)n2N)c1	0.4	-0.2	0	13	2	11	-2	-0.2	-7
4	COc1c(Cl)cnn(-c2ccccc2)c1=O	0.9	0.0	3	30	2	43	-1	2.5	-1
5	O=C1NC2(CCCC2)Oc2ccccc21	-0.4	0.0	1	-15	6	24	2	-0.1	-8
6	CC(C)S(=O)(=O)c1cnc(-c2ccccn2)nc1N	1.4	2.0	0	-3	-2	-11	-2	1.5	5
7	N#CCSc1nnc(CNc2ccc(F)cc2)o1	0.3	-0.4	1	7	1	10	-5	3.5	2
8	Cc1nn(-c2ccccc2)c2[nH]c(=O)c(CNCc3ccc4c(c3)OCO4)cc12	-0.6	-1.2	2	18	0	-20	4	-5.9	-13
9	O=C(/C=C\c1ccc2c(c1)OCO2)CC1(O)C(=O)Nc2ccccc21 (configuration not stated)	0.6	1.6	-1	9	-3	-40	-3	2.4	2
10	CC(C)Cc1cc(C(=O)Nc2cccnc2)no1	0.5	0.6	-1	9	4	43	-2	0.3	2
11	Cc1cccc(C)c1NC(=O)COC(=O)CCC(=O)c1cccs1	0.2	-2.1	2	0	3	-2	-3	0.4	-6
12	CCN(CC)S(=O)(=O)c1ccc(C)c(NC(=O)/C=C/c2cccs2)c1	0.9	0.8	1	18	2	24	-3	4.1	2
13	CCOC(=O)c1ccc(NC(=O)CN2C(=O)CNC2=O)cc1	0.4	0.2	3	-13	-4	-5	-6	-0.4	-8
14	COc1ccc(-c2ccnc(SCC(=O)N3CCN(c4ccccc4)CC3)n2)cc1	0.7	-0.1	-4	-4	-3	28	-3	2.8	1
15	Cc1ccc(SCC(=O)NCCC2=CCCCC2)cc1	-0.3	-2.7	6	-12	2	11	-1	-4.0	-7
16	CCn1c2ccccc2c2cc(NC(=O)c3cccc(OC)c3OC)ccc21	-0.2	-1.6	0	11	8	11	-1	0.1	0
17	CC(C)Oc1cccc(C(=O)C2CCCN(C(=O)c3ccnn3C)C2)c1 (configuration not stated)	0.5	0.1	-1	11	8	-7	0	-0.9	-7
18	O=C(O)c1cccnc1Sc1ccccc1Cl	0.4	1.7	-2	3	-6	12	-4	2.3	-4
19	CCN(C(=S)Nc1ccc(Oc2ccccc2)cc1)c1ccccc1	1.1	0.9	1	14	10	30	0	1.0	4
20	Cc1cc(C)c(S(=O)(=O)Nc2c(C)[nH]c(=O)[nH]c2=O)c(C)c1	0.2	1.6	0	-28	10	7	3	-3.7	-7
21	CCC(=O)c1ccc2ncccc2c1	0.9	1.1	1	15	9	26	3	0.4	-7
22	Cn1c(SCC(N)=O)nnc1-c1cnccn1	0.1	1.5	-2	22	0	-8	-4	0.2	0
23	O=C(O)c1ccc(CSc2nnc(-c3ccccc3)n2-c2ccccc2)cc1	0.5	0.5	-1	20	1	7	3	1.0	-7
24	CC(C)c1nnc(NC(=O)Cc2ccccc2[N+](=O)[O-])s1	0.8	0.3	-2	6	2	-14	-5	0.9	6
25	Cn1c(COc2ccccc2)nnc1SCC(=O)NCc1ccccc1	-0.1	-0.1	-3	10	-3	25	-1	-3.2	8
26	COc1ccccc1-c1cnnc(N/N=C/c2ccc(-c3cccc(Br)c3)o2)n1	0.8	0.1	1	26	4	28	-1	-1.7	-3
27	Cc1ccc(Nc2ncc(C(=O)NCCCN3CCN(C)CC3)c3ccccc23)cc1Cl	0.4	-0.6	-3	10	64*	23	65*	0.4	-6
28	CS(=O)(=O)N(Cc1ccc(C(=O)NC2CCCC2)cc1)c1ccccc1	1.1	1.0	2	16	3	-7	3	0.6	-8
29	Cc1ccc(-c2nn(-c3ccccc3)cc2C(=O)Nc2ccc(C(=O)O)cc2)cc1	-0.1	-0.7	-2	-10	7	12	2	-0.6	-7
30	Fc1ccc2nc(Nc3nc4c(s3)CCCC4)sc2c1	0.6	0.5	2	26	4	63	-2	-0.8	-8
31	C#Cc1ccc([C@@H]2C=C(C(=O)OCC=C)O[C@H](OCCCCO)C2)cc1	0.2	-0.1	2	5	-1	24	-1	2.7	-6
32	CCOC(=O)c1c(NC(=O)c2cc3n(n2)C(C(F)(F)F)CC(c2ccccc2)N3)sc(C)c1C (configuration not stated)	0.9	2.2	-1	-5	2	0	1	1.8	-6
33	COc1ccc(CCNC(=O)COc2ccc([N+](=O)[O-])cc2)cc1	0.0	-1.4	5	10	0	20	-3	0.0	2
34	Cc1ccc(Cn2c(=O)n(-c3ccccc3)c(=O)c3ccc(C(=O)NCc4ccco4)cc32)cc1	0.6	-0.6	-1	5	4	84*	-3	2.7	-9
35	COc1ccc(-c2[nH]ncc2-c2nc(C)cs2)c(O)c1	0.7	0.1	4	9	1	17	3	-1.2	-3
36	CCc1ccc(CNc2ccc3c(c2)ncn3C)cc1	0.4	-0.4	5	-2	5	-1	-3	-0.3	4
37	O=C(CNC(=O)c1ccccc1Br)N/N=C/c1ccc(O)cc1	0.7	0.4	-3	16	4	12	0	1.3	-3
38	O=C(CCCCCN1C(=O)CCC1=O)Nc1ccc(Br)cc1F	0.7	1.2	0	9	-1	12	-4	-1.5	-3
39	C=CCn1cc(/C=C2\SC(N3CCOCC3)=NC2=O)c2ccccc21	-0.5	-1.5	1	1	-5	-10	-1	4.2	-6
40	Cn1c(=O)[nH]c(=O)c2c1nc(Br)n2CCSc1ncccn1	0.7	1.5	4	.	1	1	4	-0.5	-12
41	CCOC(=O)c1sc(=NC(=O)c2ccc(Cl)s2)n(C)c1C	1.3	2.6	1	5	1	5	-2	6.2	-5
42	CC1(C)CC(=O)C=C(NCCN2CCN(C(=S)NC3CCCCC3)CC2)C1	0.4	0.1	0	-14	0	6	-3	4.1	-6
43	COc1ccc(C2CC(=O)C(C=NCCN3CCNCC3)=C(O)C2)cc1OC (configuration not stated)	1.4	-1.1	-1	11	3	26	-2	2.5	-7
44	COc1ccccc1CC1(C)NC(=O)N(CC(=O)Nc2cc(C)on2)C1=O (configuration not stated)	0.3	1.9	0	25	5	22	5	-0.5	-6
45	Cc1ccc(C2C3=C(CC(C)(C)CC3=O)N=C3c4ccccc4C(=O)C32)cc1 (configuration not stated)	-0.4	-2.2	5	4	7	28	2	2.6	2
46	Cc1cc(C)c(NC(=O)C2CCCN2CCO)c(C)c1 (configuration not stated)	-0.3	-0.2	-3	4	0	12	0	-0.8	-6
47	Cn1c(=O)nc2n(Cc3ccccc3)c3cccc(Cl)c3cc-2c1=O	-0.2	0.4	8	18	9	-1	1	-3.0	-11
48	CC(=O)Nc1ccc(CN2CCCC(C(=O)c3ccc(C(F)(F)F)cc3)C2)cc1 (configuration not stated)	0.7	1.2	3	11	7	-5	0	0.4	-5
49	Cc1cccc(N2CCN(C(=O)c3ccc4nc(-c5ccco5)c(-c5ccco5)nc4c3)CC2C)c1 (configuration not stated)	-0.6	0.7	2	-5	9	30	0	-2.0	3
50	CNC(=O)CN(c1cc(C)ccc1C)S(C)(=O)=O	0.6	3.0	-2	16	1	-12	1	-1.0	-7
51	COc1ccc2[nH]c3c(NCc4ccco4)ncnc3c2c1	0.9	2.3	7	-8	5	-15	-2	-3.7	-8
52	Cc1cc(Cl)c(OCCOCCN2CCCC(C)C2)c(Br)c1 (configuration not stated)	0.0	0.0	-2	11	14	14	5	0.7	-2
53	CCn1c(SCC(=O)Nc2cc(C)nn2-c2ccccc2)nnc1-c1cccs1	0.5	-0.1	5	-2	3	17	-1	3.0	-5
54	CCC(C)NCC(=O)Nc1cc(S(=O)(=O)N(CC)c2ccccc2)ccc1Cl (configuration not stated)	-1.0	-1.8	0	-5	46*	37	7	-0.4	-6
55	Cc1ccc2[nH]c(CCN(C)C)c(CC#N)c2c1	1.5	-0.7	1	17	1	32	-2	0.1	-8
56	COc1ccc(C(C(=O)NC2CCCCC2)N(C(=O)Cc2c[nH]c3ccccc23)c2ccccc2)cc1OC (configuration not stated)	-0.1	-0.8	0	5	1	35	-5	2.1	-5
57	CCC(=O)N1CCN(c2ccc(NC(=O)c3ccc(Br)o3)cc2)CC1	0.5	1.4	2	21	10	22	6	2.1	-3
58	Cc1cccc(Cc2nnc(CCC(=O)N3CCCC(CN4CCOCC4)C3)o2)c1 (configuration not stated)	-1.0	0.1	-4	3	2	22	-1	0.4	8
59	O=c1oc(-c2cccs2)nc2c1cnn2-c1ccccc1	0.7	-0.8	-3	-14	5	70	-1	-5.3	-7
60	CCOC(=O)CNC(=O)CSc1nccn1Cc1ccco1	0.5	-0.2	1	0	-5	-5	-2	0.1	-9

# Continuation:
item	structure	TRPML3 ag	TRPN1 ag	Wee1 degr inh	PPC-1+TRAIL kill	BaF3 parental	CHOP inhibitor	Ba/F3 V617F tox	TNF death inh	RBBP9 inh
61	Cc1c(C(=O)N(C)C)c2cc(Cl)ccc2n1O	0.3	-0.1	2	-5	7	2	-1	1.2	1
62	Cc1ccc2c(c1)nnn2C1CCN(CC(=O)c2ccc(Cl)cc2)CC1	0.7	0.7	-3	-5	3	27	-1	2.0	-4
63	O=C(O)CCC(=O)Nc1ccc(F)cc1	1.1	2.9	-1	-11[5 µM]	0	18	-3	0.6	4
64	CCOc1ccc(C(=O)NCCC(=O)NCCCC(=O)O)cc1	0.6	1.1	1	-1	5	-10	4	0.6	-7
65	CN(C)S(=O)(=O)Oc1ccccc1C(=O)Nc1ccc(F)cc1	1.0	-1.1	5	-6	5	-18	-1	-0.1	-1

# Assay outcomes (PubChem BioAssay)
